# Compound activity from PubChem.
# UBC13 inh – inhibitors of human UBC13 polyubiquitin chain formation; TR-FRET; hit rate 0.47% among 330,000; inhibition, % at 20 µM; P61088; in the data active = inhibition above about 45%, passing the limit was not always enough; inconclusive = no clear call, values can overlap the other calls
# Target sequence (P61088 whole entry, looked up): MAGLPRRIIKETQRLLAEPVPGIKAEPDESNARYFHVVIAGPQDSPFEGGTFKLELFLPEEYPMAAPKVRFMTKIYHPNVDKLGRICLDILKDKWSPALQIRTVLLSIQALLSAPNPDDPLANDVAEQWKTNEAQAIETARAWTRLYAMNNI
# APJ ag – APJ receptor agonism; P35414; CHO-K1 APJ PathHunter beta-arrestin, luminescence; 0% DMSO wells, 100% apelin; activation, % at 20 µM; hit rate 0.11% among 330,000; AID 2520;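 active = activation more than six SD over the plate average, tested at 20 µM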;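 note: 0% = DMSO alone and 100% = apelin-13 at 10 nM; some results filed as inactive read as strong as hits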
#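 Assay system: engineered CHO-K1 APJ arrestin reporter cells; Amount: 1000 CHO-K1 reporter cells seeded per well; Dosing: one dose, 20 µM compound, 1% DMSO; Times: compound stimulation 90 min at 25 °C, detection 60 min; Measured by: luminescent beta-gal fragment complementation, chemiluminescent substrate; Read-out: APJ–arrestin association signal; Controls: DMSO vs Apelin-13 10 nM.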
# EBI2 block – blocks human EBI2 receptor beta-arrestin signaling; hit rate 0.81% among 360,000; inhibition, % at 5 µM; P32249; EBI2 beta-arrestin recruitment, luminescence, 7a,25-OHC stimulated; in the data active = inhibition above about 38%;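 note: enzyme fragment complementation signal reports receptor beta-arrestin coupling in cells; 0% = agonist plus DMSO wells and 100% = wells without agonist; some results beyond the cut were filed as inactive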
# Target sequence (P32249 whole entry, looked up, the tested form may be a part): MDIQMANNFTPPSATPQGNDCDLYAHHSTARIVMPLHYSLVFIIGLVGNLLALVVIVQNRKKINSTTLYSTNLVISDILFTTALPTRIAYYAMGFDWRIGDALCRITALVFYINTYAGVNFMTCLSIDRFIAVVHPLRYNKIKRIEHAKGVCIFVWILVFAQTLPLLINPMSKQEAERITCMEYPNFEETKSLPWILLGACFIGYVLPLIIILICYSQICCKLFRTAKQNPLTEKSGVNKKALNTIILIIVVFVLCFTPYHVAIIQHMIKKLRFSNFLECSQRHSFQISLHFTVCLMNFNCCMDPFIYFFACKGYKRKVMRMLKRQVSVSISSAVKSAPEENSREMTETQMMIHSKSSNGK
# CXCR6 block – CXCR6 (human) receptor inhibition; hit rate 0.36% among 360,000; O00574; CHO-K1 PathHunter CXCR6 beta-arrestin, luminescence; inhibition, % at 20 µM; in the data active = inhibition above about 34%, passing the limit was not always enough;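 note: antagonist mode with CXCL16 agonist at 10 nM final; 0% = 10 nM CXCL16 with DMSO and 100% = unstimulated wells without agonist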
# ATG4B inh – inhibitors of human ATG4B cysteine protease; Q9Y4P1; ATG4B cleavage of LC3-PLA2, NBD-HPC fluorescence, 1 h; inhibition, % at 8.33 µM; hit rate 0.51% among 340,000; in the data active = inhibition above about 40%
# CCR6 antagonist – antagonists of human CCR6 receptor | P51684 | CHO-K1 CCR6 PathHunter beta-arrestin, luminescence, CCL20-stimulated | inhibition, % at 20 µM | hit rate 0.49% among 340,000 | AID 493098;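 active = compounds whose inhibition of the agonist-driven luminescence signal at 20 µM reaches about 50%, limit read from the data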;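 note: cells stimulated with CCL20 at 14 nM final; plate controls were DMSO with CCL20 for no effect and DMSO without agonist for full effect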
# Target sequence (P51684 whole entry, looked up): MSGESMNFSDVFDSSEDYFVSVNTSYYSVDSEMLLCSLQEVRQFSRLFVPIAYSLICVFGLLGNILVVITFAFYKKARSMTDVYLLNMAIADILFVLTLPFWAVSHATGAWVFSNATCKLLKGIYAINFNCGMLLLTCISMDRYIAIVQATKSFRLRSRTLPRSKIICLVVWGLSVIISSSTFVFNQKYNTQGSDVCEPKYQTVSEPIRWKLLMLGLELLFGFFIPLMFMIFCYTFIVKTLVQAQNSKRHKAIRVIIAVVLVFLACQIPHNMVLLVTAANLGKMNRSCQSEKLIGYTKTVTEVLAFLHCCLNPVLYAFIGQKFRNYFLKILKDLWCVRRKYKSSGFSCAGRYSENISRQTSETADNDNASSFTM
# Gli-Sufu antag – blocks Gli-Sufu signaling in a luciferase reporter. Sufu-KO-LIGHT fibroblasts, Gli luciferase reporter luminescence. inhibition, % at 5 µM. hit rate 0.74% among 340,000. AID 588413;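 active = inhibition above about 55%, limit read from the data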;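 note: 0% = DMSO-treated cells and 100% = wells with medium but no cells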
# APJ antag – antagonists of human APJ apelin receptor; inhibition, % at 20 µM; AID 2521; hit rate 0.32% among 330,000; CHO-K1 APJ beta-arrestin complementation, luminescence;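 active = inhibition above about 40% at 20 µM, limit read from the data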;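 note: cells challenged with 10 nM apelin-13 agonist together with compound; plate controls were apelin-13 plus DMSO wells for no effect and DMSO wells lacking apelin-13 for full effect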
# * hit, by the source's call; u = inconclusive; x = no result given.
SMILES,UBC13 inh,APJ ag,EBI2 block,CXCR6 block,ATG4B inh,CCR6 antagonist,Gli-Sufu antag,APJ antag
CCn1ncc(Br)c1C(=O)Nc1c(C)nn(Cc2c(F)c(F)c(F)c(F)c2F)c1C,5,1,1,-8,0,10,4,-11
Fc1ccc(N2CCN(c3ncnc4c3nnn4Cc3ccccc3Cl)CC2)cc1,6,-1,36,3,-3,-2,27,26
COc1ccccc1NS(=O)(=O)c1cc2c(cc1C)NC(=O)CO2,0,-2,-4,-2,-21,-1,4,-8
COc1ccc2[nH]cc(CCNC(=S)NC3CCCC3)c2c1,37,-1,1,11,-4,8,0,16
COc1cccc(Cn2nc3c4cc(F)ccc4n(Cc4ccc(F)cc4)cc-3c2=O)c1,0,0,-6,0,8,-5,21,7
Cc1cc(C(F)F)n2nc(C(=O)Nc3sc4c(c3C#N)CCC(C)C4)nc2n1 (stereo unspecified),-5,1,-2,6,-5,24,-3,11
CCn1c(=O)c(C(=O)NCc2ccc(OC)cc2)c(O)c2ccccc21,u,-2,4,-1,-6,11,2,0
Nc1cc(N)nc(SCC(=O)N2CCCCC2)n1,3,12,-16,-8,-3,5,-2,-10
N/C(=N\OC(=O)c1cccc2ccccc12)c1ccccn1,-2,5,-18,-8,3,4,26,-6
NC(=NC1CCCCC1)c1ccc([N+](=O)[O-])cc1,-8,0,-7,-14,-1,9,8,-5
COc1cc2ccnc(Cc3cccc(OC)c3OC)c2cc1OC,3,-2,0,-10,5,-6,49,-18
Cc1cnc(C(=O)OCc2ccc(Br)cc2)cn1,-2,2,0,4,-3,13,12,-1
O=C1N/C(=N/N=C/c2ccccc2O)SC1Cc1ccc(F)cc1 (stereo unspecified),11,1,12,6,-5,10,-3,1
CC1Cc2ccccc2N1C(=O)c1ccc2nccnc2c1 (stereo unspecified),-5,2,-3,-1,-8,0,-2,-26
CC1=NN(C(C#N)c2ccccc2)C(c2ccccc2)C1 (stereo unspecified),-1,0,-6,10,-4,13,2,8
O=C(CSc1nc2ccccc2c(=O)n1-c1ccccc1F)N1CCOCC1,7,-6,-10,4,-3,11,4,4
O=[N+]([O-])c1cc(-c2nnc(-c3ccccc3)o2)ccc1Oc1ccc(Cl)cc1,-18,0,6,14,-4,24,-43,-2
COc1ccc(-c2cccc(NS(=O)(=O)c3ccc([N+](=O)[O-])cc3)c2)nn1,-10,7,3,-7,-1,13,7,-57
CCC(=O)Nc1ccc(C(=O)NNC(=O)COc2cccc(C)c2)cc1,-2,-3,-1,4,5,-2,-20,-27
CCCN(CCC)C(=O)C1c2ccccc2Oc2ccccc21,7,-1,12,11,-4,14,-1,21
CCOc1cc(/C=N/NC(=O)c2cccs2)cc([N+](=O)[O-])c1O,-129,-5,1,22,3,23,3,31
Cc1cc(C)n(CC(=O)N/N=C/c2cc(Br)cc([N+](=O)[O-])c2O)n1,-81,-5,-1,31,16,30,-5,11
COc1ccc(C2(c3ccc(OC)cc3)NC(=O)N(CC(=O)NCC(F)(F)F)C2=O)cc1,-7,-3,-1,-10,-2,14,0,2
O=C(Cc1sc(-c2ccccc2)nc1-c1ccccc1)Nc1ccccc1,3,2,7,6,-11,4,6,1
COC(=O)c1cc(C#N)c(N2CCN(C)CC2)nc1C,8,-3,4,-3,2,0,3,2
O=C(CC1C[C@H](C(=O)N2CCOCC2)[C@@]2(CCC3CCCC3)c3[nH]c4ccccc4c3CCN2C1=O)NCCCn1ccnc1 (stereo partly specified),23,-2,-1,4,-11,-3,2,-9
C/C(CC(=O)Nc1cccc2c1CCCC2)=N\NC(=O)COc1ccccc1,12,3,-2,9,-6,-4,-1,-9
CCOC(OCC)P(=O)(c1ccccc1)c1ccccc1,1,-3,-1,5,-10,10,3,14
O=C(O)/C=C/C(=O)Nc1ccc(Cc2ccc(NC(=O)/C=C/C(=O)O)cc2)cc1,-1,-1,-12,1,-2,3,7,7
CCCCN(C)C1CCN(C(=S)Nc2ccc(OCC)cc2)CC1,16,-3,31,2,-6,7,1,25
CCn1cc2nc(SCC(=O)Nc3ccccc3F)n(Cc3ccccc3)c(=O)c2n1,0,1,-1,8,-13,11,9,17
O=C(CN1C(=O)NC(c2ccccc2)(c2ccccc2)C1=O)NCc1ccccc1,7,-3,3,2,-4,21,x,5
Cc1nc([N+](=O)[O-])cn1CC(=O)NCCCO,7,1,-6,1,-2,37,0,4
OC1(c2cccs2)CN(c2ccc(Cl)cc2)C2=[N+]1CCCC2 (stereo unspecified),-4,-3,1,3,1,7,12,-10
O=C(Nc1ccc(Cl)c(Cl)c1)c1ccncc1,4,4,4,-2,-12,-18,-26,3
O=c1[nH]cnc2c1c(-c1ccccc1)cn2-c1ccc(F)cc1,6,1,2,12,-1,27,7,7
CC(NC(=O)c1ccc2ccccc2n1)c1ccc(S(N)(=O)=O)cc1 (stereo unspecified),-2,2,-11,-5,-8,-5,-20,12
Cc1ccc(C)n1-n1c(C)nc2sc3c(c2c1=O)CCCCC3,2,-4,12,-3,4,-4,0,2
O=C1c2ccccc2C(=O)N1CCCc1nc(-c2ccc(Cl)cc2)no1,10,1,-3,-3,-2,18,2,12
Cc1cc(N)n(-c2ccc(Cl)cc2)n1,5,-1,-11,-1,-9,-2,-6,19
COc1ccc(-c2cc3ccccc3oc2=O)cc1,16,-1,-3,-6,5,1,-79,-4
O=[N+]([O-])c1cccc(-c2nnc3c4ccccc4c4ccccc4n23)c1,7,-1,8,5,-8,12,6,0
CCOC(=O)CSc1nnc(NCC(=O)OC)c(=O)[nH]1,1,-6,-14,5,-14,4,4,24
CC(C)c1nc(CNC(=O)CC2C(=O)NCCN2Cc2ccoc2)cs1 (stereo unspecified),9,-4,-7,-2,-4,-6,6,-4
CC(c1ccccc1)n1c(N2CCN(C)CC2)nc2c1c(=O)[nH]c(=O)n2C (stereo unspecified),0,-4,5,-4,-7,8,3,8
O=C(CCN1C(=O)/C(=C/c2ccccc2)SC1=S)Nc1cccnc1,-5,1,-2,-2,-2,0,10,5
O=S(=O)(NC1CC1)c1ccc2c3c(cccc13)CC2,6,-3,8,-6,12,6,9,-1
C=CCN(C)NC(=O)Nc1ccccc1,-2,-4,-5,-3,-7,-5,-1,10
CC(C)c1ccc(NC(=O)C2CCN(S(C)(=O)=O)CC2)cc1,-10,0,-2,3,3,-5,-9,4
O=c1ccc2ccccc2o1,-13,-7,0,2,-1,-2,-3,6
Cc1ccc(C(=O)OC(C)C(=O)NC(C)CCc2ccccc2)o1 (stereo unspecified),2,-3,0,2,7,8,0,6
O=C(NC1CCN(c2ncccn2)CC1)c1cccc(F)c1,4,-1,-2,0,-4,2,2,10
CC(=O)Nc1ccc(NC(=O)COC(=O)C2c3ccccc3Oc3ccccc32)cc1,x,x,2,-6,-16,-9,-1,x
Cc1ccsc1/C=N/NC(=O)c1nnn(-c2nonc2N)c1-c1ccc2c(c1)OCO2,-14,-1,-1,5,-11,7,0,19
O=C(NNC(=O)c1ccc2c(c1)OCO2)NC1CCCCC1,-3,-3,0,-17,6,-9,-20,-2
CCOc1ccc(NC(=O)C2CC(=O)OC2c2ccccc2)cc1 (stereo unspecified),5,-3,7,-8,-7,5,0,-3
O=[N+]([O-])c1cccnc1Oc1ccc(C2SCCS2)cc1,-2,0,0,4,12,14,-31,0
S=c1[nH]nc(-c2cc(-c3ccccc3)n[nH]2)n1/N=C/C(Br)=C/c1ccccc1,-25,-2,52*,4,-3,13,-7,3
Cn1c(=O)c([N+](=O)[O-])c(NCCCn2ccnc2)c2ccccc21,-18,0,-16,-1,-3,1,-9,1
O=C1/C(=C/c2ccncc2)SC(=S)N1C1CCS(=O)(=O)C1 (stereo unspecified),-8,0,-5,7,9,18,17,-18

# Continued:
SMILES,UBC13 inh,APJ ag,EBI2 block,CXCR6 block,ATG4B inh,CCR6 antagonist,Gli-Sufu antag,APJ antag
O=c1[nH]c(CCl)nc2cc(-c3ccc(F)cc3)sc12,0,0,-14,-1,0,-3,-51,-12
Cc1ccc(CNS(=O)(=O)c2ccc3c(c2)n(C)c(=O)n3C)cc1,0,-4,-2,-6,12,-1,2,11
COc1ccc(-c2cc3cc4c(cc3cn2)OCO4)cc1,16,0,36,-7,-1,-6,-107,2
Cc1[nH]nc2c1C(c1ccc(F)cc1)C(C#N)=C(N)O2 (stereo unspecified),1,-2,0,4,0,5,1,7
COc1ccc(NC(=O)COC(=O)C23CC4CC(CC(NC(C)=O)(C4)C2)C3)cc1S(=O)(=O)N1CCOCC1,12,-4,6,6,-19,7,10,0
Cc1ccc2nccc(C(=O)N3CCCC(Nc4ccc(F)cc4)C3)c2c1 (stereo unspecified),4,-5,2,11,1,5,9,2
Cc1nc2c(ccc3nc(NC(=O)c4ccc5c(c4)OCCO5)sc32)s1,13,0,6,5,-20,14,-107,-1
Cc1cnc(CN(C)C(=O)c2cc(COc3c(F)cccc3F)on2)[nH]1,10,-3,-13,13,28,0,-2,8
CCCCOn1c(C)c(C(=O)OCC)c2c3no[n+]([O-])c3ccc21,-4,-5,-8,7,-3,-4,6,13
COCCN(CCOC)C(=S)Nc1ccccc1Cl,-1,-3,-11,6,3,15,-2,5
Cc1ccc(S(=O)(=O)N2CCN(c3ncnc4c3cnn4-c3ccccc3)CC2)cc1,-11,-3,8,-5,-12,-24,-3,0
CN(C)CCN=Cc1c(O)n(-c2ccc(S(=O)(=O)N3CCOCC3)cc2)c(=O)c2ccccc12,-12,4,-8,1,-3,9,-8,4
COc1ccccc1NC(=O)c1c(C)nc2ccccc2c1C(=O)O,1,-1,-2,-5,-3,3,3,-2
CC(=O)NC12CC3CC(C1)CC(C(=O)N1CCN(c4ncccn4)CC1)(C3)C2,2,-1,-3,-5,0,-11,4,0
CCCCNc1nc(=S)[nH]c2cc(OC)c(OC)cc12,10,1,3,8,-10,12,15,7

# An excerpt from above in order of count of non-hydrogen atoms, low to high.
SMILES,UBC13 inh,APJ ag,EBI2 block,CXCR6 block,ATG4B inh,CCR6 antagonist,Gli-Sufu antag,APJ antag
Cc1cnc(C(=O)OCc2ccc(Br)cc2)cn1,-2,2,0,4,-3,13,12,-1
O=C(NC1CCN(c2ncccn2)CC1)c1cccc(F)c1,4,-1,-2,0,-4,2,2,10
CCC(=O)Nc1ccc(C(=O)NNC(=O)COc2cccc(C)c2)cc1,-2,-3,-1,4,5,-2,-20,-27
CC(c1ccccc1)n1c(N2CCN(C)CC2)nc2c1c(=O)[nH]c(=O)n2C (stereo unspecified),0,-4,5,-4,-7,8,3,8
C/C(CC(=O)Nc1cccc2c1CCCC2)=N\NC(=O)COc1ccccc1,12,3,-2,9,-6,-4,-1,-9
Fc1ccc(N2CCN(c3ncnc4c3nnn4Cc3ccccc3Cl)CC2)cc1,6,-1,36,3,-3,-2,27,26
Cc1ccc(S(=O)(=O)N2CCN(c3ncnc4c3cnn4-c3ccccc3)CC2)cc1,-11,-3,8,-5,-12,-24,-3,0

# Additional compounds
SMILES,UBC13 inh,APJ ag,EBI2 block,CXCR6 block,ATG4B inh,CCR6 antagonist,Gli-Sufu antag,APJ antag
Cc1cc(C)cc(CC2CC(=O)N(c3ccc4c(c3)OCCO4)C2=O)c1 (stereo unspecified),5,0,-5,10,-7,-29,6,5
CCOC(=O)c1nc(Nc2ccccc2C)c2ccccc2n1,-14,-2,-2,2,0,1,-2,4
CN1CCN(C(=O)Nc2ccc([N+](=O)[O-])cc2)CC1,-21,-1,-12,5,1,10,7,7
CCOC(=O)C1(Cc2cccc(OC)c2)CCN(Cc2cccn2-c2nccs2)CC1,3,-3,12,-7,-4,13,13,6
COc1cccc(CNC(=O)CCC2CCCN(C(=O)C3CCOCC3)C2)c1 (stereo unspecified),2,-1,-4,4,-16,-1,-6,3
O=C(N/N=C/c1ccc(Cl)cc1)Nc1ccccc1,6,6,20,10,-22,-10,-71,-21
